# All columns: NCI-60 one-dose screen, growth in % after 48 h at 10 µM unless noted; 100 = growth as untreated, 0 = no growth, -100 = all killed.
# ACHN – ACHN renal cancer. 81,000 compounds, 4.9% hits. AID 1794771
# TK-10 – TK-10 renal cancer cells | 81,000 compounds, 3.9% hits | AID 1794769
# IGROV1 – IGROV1 ovarian cancer | 79,000 compounds, 4.7% hits | AID 1794786
# CAKI-1 – CAKI-1 renal cancer. 75,000 compounds, 4.7% hits. AID 1794772
# 786-0 – 786-0 renal cancer cells. 81,000 compounds, 5.1% hits
# UO-31 – UO-31 renal cancer; 81,000 compounds, 5.2% hits
# SN12C – SN12C renal cancer cells; 81,000 compounds, 3.8% hits
# NCI/ADR-RES – NCI/ADR-RES ovarian cells; 81,000 compounds, 4.4% hits; AID 1794790
# An asterisk follows results filed as active; x = not tested or not shown. The calls were made as follows: active = growth percent below 10; inactive = the rest.
SMILES,ACHN,TK-10,IGROV1,CAKI-1,786-0,UO-31,SN12C,NCI/ADR-RES
O=c1oc2ccc(-c3ccc(F)cc3F)cc2c(=O)n1-c1ccc(F)c(F)c1,2.6*,11,15,-15*,10,-12*,2.0*,3.6*
CC(=O)Nc1ccc(-c2ccc(NC(C)=O)cc2)cc1,105,102,101,109,102,80,103,97
Oc1ccc(O)c2c1CN(Cc1ccccc1)C(=S)N(Cc1ccccc1)C2,102,104,113,97,103,76,105,107
O=c1cc(-c2ccccc2)oc2cc(O)ccc12,99,143,87,93,82,96,100,86
CC1(C)O[C@@H]2CC3C4C[C@H](F)C5=CC(=O)C=CC5(C)C4C(O)CC3(C)[C@]2(C(=O)CO)O1 (some centres not stated),x,123,101,78,109,69,46,85
N#Cc1c(N)nc2c(C#N)c(NC(=O)c3ccccc3)nn2c1-c1ccccc1,90,135,59,91,102,61,92,85
CCCCCCCCCCCC(=O)Nc1ccc(N(CC)CC)cc1,100,120,99,103,106,96,94,96
Clc1ccc(CNc2ccccn2)cc1,111,103,103,94,103,92,97,113
c1cc(C2=NCCN2)ccc1OCCSCCOc1ccc(C2=NCCN2)cc1,105,x,97,102,89,101,78,95
CCOC(=O)NN(C(=O)OCC)c1cc(C)c(N(NC(=O)OCC)C(=O)OCC)cc1C,x,95,103,x,97,91,106,108
CCOC(=O)c1c(N)ssc1=S,95,130,106,100,99,98,99,104
CC[N+](C)(C)Cc1ccccc1Br,99,117,x,85,111,94,100,104
CCN1C(=O)NC(c2ccccc2)C1=O (configuration not stated),109,101,112,103,101,72,109,99
Cc1nc(-c2cc3ccccc3oc2=O)ccc1C(=O)/C=C/c1ccc(F)cc1,84,x,97,82,96,84,91,70
N#CCc1ccnc2ccccc12,95,104,106,99,106,80,x,103
O=C(Nc1nc2ccc(C(=O)c3ccccc3)cc2[nH]1)OC1COC1,90,88,79,94,95,63,97,86
O[C@H](c1cc(C(F)(F)F)nc2c(C(F)(F)F)cccc12)[C@H]1CCCCN1,80,76,76,90,64,72,87,94
CCOP(=O)(OCC)C(NC(=O)CN)C(=O)N1CCCCC1 (configuration not stated),107,108,103,98,103,84,98,108
CC(=O)NO,107,97,104,101,103,97,103,104
CC(C)(c1cc(Cl)c(OCCO)c(Cl)c1)c1cc(Cl)c(OCCO)c(Cl)c1,77,95,86,79,97,69,84,66
NS(=O)(=O)c1cccc(NC(=O)C(=O)C2C(=O)Nc3ccccc32)c1 (configuration not stated),90,129,76,-3.0*,114,67,100,98
Cc1ccc(NCC(=O)C(O)C(O)C(O)CO)cc1 (configuration not stated),103,118,x,92,104,69,99,107
O=C(/C=C/c1ccccc1)c1ccc(O)c(CN2CCN(c3cc4c(cc3F)c(=O)c(C(=O)O)cn4C3CC3)CC2)c1,14,63,29,21,24,12,8.5*,49
Cc1oc(-c2ccc(Cl)cc2)nc1/C=C/C(=O)c1ccc(Cl)cc1,100,131,88,89,99,77,94,95
Cc1ccc(C(=O)NN2C(=O)CSC2c2ccccc2[N+](=O)[O-])cn1 (configuration not stated),91,112,78,81,106,37,98,91
# Additional compounds follow:
SMILES,ACHN,TK-10,IGROV1,CAKI-1,786-0,UO-31,SN12C,NCI/ADR-RES
COc1cc(NC(=O)C#Cc2ccccc2)c(OC)cc1Cl,x,111,4.5*,x,35,40,26,56
C=C1C(=O)O[C@H]2[C@H]1CC/C(COC(=O)NCCc1ccccc1OC)=C\CC[C@@]1(C)O[C@@H]21,102,91,103,98,107,87,x,101
CC1=NN(c2cc(S(=O)(=O)O)ccc2Cl)C(=O)C1,107,91,102,95,97,87,104,99
Nc1ccc(S(=O)(=O)O)c([N+](=O)[O-])c1,103,86,110,x,92,88,104,103
COc1ccc(-c2cc(-c3ccccc3)nc(SCCCCCCC(=O)NO)n2)cc1,45,46,32,40,80,34,80,9.5*
COC(=O)c1nc(Br)cnc1N,107,92,99,101,102,93,105,102
NC1C(N)C(N)C1N (configuration not stated),97,99,100,101,105,78,97,100
Cc1ccc(-c2cc3nc(C(Cl)Cl)nc(C(C)(C)C)n3n2)cc1,64,94,99,80,89,63,95,92
O=c1c2c3c(sc2nc(SCc2nc(=S)[nH][nH]2)n1-c1ccc(Cl)cc1)CCCC3,102,120,106,97,104,86,95,108
Cc1ccc(C)c(Oc2c(-c3nc4ccc(C(=O)O)cc4[nH]3)c(C)nn2-c2ccccc2)c1,90,115,95,77,102,69,97,106
Clc1ccc(-c2nnc(Cn3c(Cc4cccc5ccccc45)nc4ccccc43)o2)cc1,73,102,100,88,101,73,90,82
CC1=NN(C(=O)c2nn(-c3ccc(Cl)cc3)cc2O)C(=O)C1,42,x,35,114,56,34,50,32
FC(F)(F)c1cc(-c2nnc3sc(C(F)(F)F)nn23)cc(C(F)(F)F)c1,112,104,103,109,x,96,105,107
COc1ccccc1C(C)(C)C,107,108,103,95,97,85,104,112
C[C@H]1[C@H](NC(=O)/C(=N/OC(C)(C)C(=O)O)c2csc(N)n2)C(=O)N1S(=O)(=O)O (stereo in doubt),98,112,103,92,105,72,103,101
NS(=O)(=O)c1ccc(Nc2nc(SCC(=O)c3ccc([N+](=O)[O-])cc3)nc3ccccc23)cc1,102,130,103,89,104,83,97,103
O=C(O)Cc1ccc(O)c(O)c1,108,112,x,99,105,x,99,111
Cc1sc2nc3ncc(-c4ccc(Cl)cc4)nn3c(=O)c2c1C,100,130,95,90,100,89,104,120
CC(C)(C)n1cc(-c2ccnc(NCCCNS(=O)(=O)c3ccc(F)cc3)n2)c(-c2ccc(F)c(O)c2)n1,102,128,106,95,99,94,93,101
N#CC(c1ccccc1)N1CCCCC1 (configuration not stated),100,97,100,104,97,91,95,101
Brc1cccc(-n2ncc3c(Nc4ccc(-c5nnc(Nc6ccccc6)s5)cc4)ncnc32)c1,105,101,100,92,94,93,103,109
COc1ccc(/C=C2\COc3ccc(O)cc3C2=O)cc1,99,104,100,89,92,73,93,99
CC(=O)CC(=O)NC(C)(C)C,105,104,101,96,99,87,107,101
Cn1cc(-c2nn3cc(-c4ccncc4)nc3s2)c2ccccc21,50,137,73,89,87,66,80,94
CCC(C)(C)OC(=O)c1ccccc1C,105,93,112,x,101,94,96,102
# More entries follow.
SMILES,ACHN,TK-10,IGROV1,CAKI-1,786-0,UO-31,SN12C,NCI/ADR-RES
CN(C)c1ccc(C(c2ccc(N(C)C)cc2)c2cccc([N+](=O)[O-])c2)cc1,101,143,139,142,96,66,86,84
CCOC(=O)c1c2ncccc2n2c(=O)n(-c3cccc(OC)c3)nnc12,103,136,74,94,105,85,103,100
COc1cccc(/C=C/c2sc(N3N=C(c4ccc(Cl)cc4)CC3c3cccnc3)nc2C)c1 (configuration not stated),104,123,85,86,99,78,105,105
Clc1cccc(-c2nonc2Nn2cnnn2)c1,96,111,105,89,94,79,98,100
COc1ccc(-c2nn(-c3ccccc3)cc2/C=C2\SC(=S)N(CCc3ccccc3)C2=O)cc1,88,115,96,59,105,88,93,102
OCCCC1CCN(CCO)CC1,95,104,112,93,103,86,105,103
CCOC(=O)c1c(C)nc2c(c1N)/C(=C/c1ccc[nH]1)C(=O)N2Cc1ccc(OC)c(F)c1,87,95,97,90,95,91,83,94
O=C(C1CC=CCC1)N1CCCCCC1 (configuration not stated),113,105,111,92,113,89,98,99
CCOC(=O)c1cnn2c(-c3ccccc3)nc(SCC)nc12,102,68,87,x,92,66,93,93
CC(C)N1C(=O)/C(=c2\sc3n(c2=O)C2C(NN=3)N(C)C(=O)N2C)c2ccccc21 (configuration not stated),59,94,53,29,63,53,82,52
Nc1nonc1-c1nc2ccccc2n1Cc1ccc(Cl)cc1,87,96,101,86,90,89,94,87

# Structures listed so far that contain a carbonyl joined to an NH by a bond outside any ring, in the order listed:
SMILES,ACHN,TK-10,IGROV1,CAKI-1,786-0,UO-31,SN12C,NCI/ADR-RES
CC(=O)Nc1ccc(-c2ccc(NC(C)=O)cc2)cc1,105,102,101,109,102,80,103,97
N#Cc1c(N)nc2c(C#N)c(NC(=O)c3ccccc3)nn2c1-c1ccccc1,90,135,59,91,102,61,92,85
CCCCCCCCCCCC(=O)Nc1ccc(N(CC)CC)cc1,100,120,99,103,106,96,94,96
CCOC(=O)NN(C(=O)OCC)c1cc(C)c(N(NC(=O)OCC)C(=O)OCC)cc1C,x,95,103,x,97,91,106,108
O=C(Nc1nc2ccc(C(=O)c3ccccc3)cc2[nH]1)OC1COC1,90,88,79,94,95,63,97,86
CCOP(=O)(OCC)C(NC(=O)CN)C(=O)N1CCCCC1 (configuration not stated),107,108,103,98,103,84,98,108
CC(=O)NO,107,97,104,101,103,97,103,104
NS(=O)(=O)c1cccc(NC(=O)C(=O)C2C(=O)Nc3ccccc32)c1 (configuration not stated),90,129,76,-3.0*,114,67,100,98
Cc1ccc(C(=O)NN2C(=O)CSC2c2ccccc2[N+](=O)[O-])cn1 (configuration not stated),91,112,78,81,106,37,98,91
COc1cc(NC(=O)C#Cc2ccccc2)c(OC)cc1Cl,x,111,4.5*,x,35,40,26,56
C=C1C(=O)O[C@H]2[C@H]1CC/C(COC(=O)NCCc1ccccc1OC)=C\CC[C@@]1(C)O[C@@H]21,102,91,103,98,107,87,x,101
COc1ccc(-c2cc(-c3ccccc3)nc(SCCCCCCC(=O)NO)n2)cc1,45,46,32,40,80,34,80,9.5*
C[C@H]1[C@H](NC(=O)/C(=N/OC(C)(C)C(=O)O)c2csc(N)n2)C(=O)N1S(=O)(=O)O (stereo in doubt),98,112,103,92,105,72,103,101
CC(=O)CC(=O)NC(C)(C)C,105,104,101,96,99,87,107,101

# High-throughput results (PubChem BioAssay)
